Screening results from PubChem BioAssay.
DRD3 antagonist: D3 dopamine receptor (human) antagonism | P35462 | D3R cells, DiscoveRx beta-arrestin luminescence, antagonist mode; active compounds read low | max response, negative = inhibition, % | 360,000 compounds, 2.5% hits | AID 652054; in the data active = max response below about -50%; inconclusive = no clear call, values can overlap the other calls; note: % is set by controls: 0 for no effect and ±100 for the full control effect; mostly tested at two doses, the higher about 12 µM
Target sequence (P35462 whole entry, looked up): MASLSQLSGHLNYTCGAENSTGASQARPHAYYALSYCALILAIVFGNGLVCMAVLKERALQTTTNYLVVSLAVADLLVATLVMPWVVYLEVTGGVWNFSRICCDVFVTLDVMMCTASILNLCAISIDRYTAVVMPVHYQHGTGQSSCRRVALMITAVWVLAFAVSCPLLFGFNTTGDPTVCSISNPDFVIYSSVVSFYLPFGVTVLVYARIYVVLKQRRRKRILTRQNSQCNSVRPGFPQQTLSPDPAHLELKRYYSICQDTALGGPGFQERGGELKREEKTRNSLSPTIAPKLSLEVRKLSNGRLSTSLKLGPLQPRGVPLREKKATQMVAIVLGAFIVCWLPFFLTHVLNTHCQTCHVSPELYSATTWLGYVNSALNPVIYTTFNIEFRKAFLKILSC
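Cells expressing the human receptor were seeded at 1500 cells/well, incubated overnight at 37 degrees C in 5% CO2, then exposed to library compounds with dopamine controls for 90 minutes at 37 degrees C before luminescent detection.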
EPAC2 antagonist: blocks human EPAC2 exchange factor; 360,000 compounds, 0.18% hits; Potency, µM (titrated, usually from 114 µM), without a hit: at the highest dose activity, negative = inhibition, hits mostly inhibitors; EPAC2 GEF exchange of Rap1B-BODIPY-GDP, fluorescence; note: potency is the fitted concentration of half-maximal effect; % is set by controls: 0 for no effect and ±100 for the full control effect; nearly all actives have a fitted effect of over 45% in size; many of its hits are not listed in these tables
PTHR1 agonist: activates the human parathyroid hormone receptor PTHR1 | HEK293 GP2 PTHR1 cells, GloSensor cAMP luminescence, 1 h | Potency, µM (series often up to 115 µM), without a hit: at the top dose activation, actives largely listed as activators | 410,000 compounds, 0.075% hits | AID 743266; note: potency is the fitted concentration of half-maximal effect; nearly all actives have a fitted effect of over 55% in size; some results filed as inactive show a strong effect at the top dose; inactives centre near -15; many of its hits are not listed in these tables
Target sequence (Q03431 whole entry, looked up): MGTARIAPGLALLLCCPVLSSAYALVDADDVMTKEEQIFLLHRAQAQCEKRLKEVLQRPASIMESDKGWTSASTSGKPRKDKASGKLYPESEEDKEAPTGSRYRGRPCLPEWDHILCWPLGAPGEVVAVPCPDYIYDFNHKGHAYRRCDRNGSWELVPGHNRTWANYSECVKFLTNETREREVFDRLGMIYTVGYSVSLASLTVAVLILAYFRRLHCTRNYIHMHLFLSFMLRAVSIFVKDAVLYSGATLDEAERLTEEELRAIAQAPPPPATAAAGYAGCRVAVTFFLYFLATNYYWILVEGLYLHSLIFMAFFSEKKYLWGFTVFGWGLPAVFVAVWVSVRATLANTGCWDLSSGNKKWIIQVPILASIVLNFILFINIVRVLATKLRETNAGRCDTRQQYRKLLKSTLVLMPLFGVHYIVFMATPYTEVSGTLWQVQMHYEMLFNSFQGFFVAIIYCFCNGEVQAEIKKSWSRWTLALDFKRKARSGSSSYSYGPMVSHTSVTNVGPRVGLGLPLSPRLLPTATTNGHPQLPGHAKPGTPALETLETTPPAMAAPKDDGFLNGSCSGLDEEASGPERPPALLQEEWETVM
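HEK-293-derived GP2 cells expressing PTHR1 and a GloSensor cAMP reporter, 3,000/well, plated overnight, given luciferin plus IBMX (each 0.5 mM as added) for 1 h at 37 °C, then compound for 1 h at 37 °C. Luminescence was read after 15 min at room temperature.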
EPAC2 agonist: agonists of human EPAC2 (RAPGEF4); Q8WZA2; EPAC2 activation, biochemical qHTS; response scale: 100% = 6.5 mM cAMP response; Potency, µM (series often up to 154 µM), for the others: top-dose activation, usual class: activators; 360,000 compounds, 0.079% hits; note: potency is the fitted concentration of half-maximal effect; nearly all actives have a fitted effect of over 50% in size
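Setup: EPAC2 100 nM, labeled Rap1B complex 250 nM, free GDP 50 uM. Compound titrations pinned in, brief spin, 5 min room temperature incubation. Kinetic fluorescence read over 30 min, normalized to 6.5 mM cAMP.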
D3 ag: activates the human D3 dopamine receptor. P35462. D3R DiscoveRx beta-arrestin cells, luminescence, 90 min. max activation, %. 410,000 compounds, 0.58% hits. AID 652048; in the data active = max activation above about 30%; note: 0% is about no effect; mostly tested at two doses, the higher about 12 µM
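Cells at 1500/well, incubated overnight, then treated with pinned compounds (dopamine as control) for 90 min at 37 degrees C. DiscoveRx reagent added for 30 - 60 minutes at room temperature; luminescence read.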
CCT modulator: changes cytosolic chaperonin activity. purified chaperonin ATPase assay, HTRF ADP detection, 30 min. activity change, % (no concentration beside the values), hits read low. 360,000 compounds, 0.3% hits; in the data active = activity change below about -30%; note: % is set by controls: 0 for no effect and ±100 for the full control effect
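Nucleotide hydrolysis assay: TRiC at 20–40 nM final (set by batch activity) with 10 uM ATP, 30 min at 37 °C, in presence of 76 uM compound. Detection by competitive ADP HTRF, 30 min ambient.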
Mm-Cpn inhibitor: blocks the Methanococcus maripaludis chaperonin Mm-Cpn | purified Mm-Cpn ATPase, ADP Transcreener TR-FRET | 330,000 compounds, 0.031% hits | Potency, µM (top dose mostly 76.9 µM), for the others: at the top dose activity, negative = inhibition, usual class: inhibitors; note: potency is the fitted concentration of half-maximal effect; % is set by controls: 0 for no effect and ±100 for the full control effect; nearly all actives have a fitted effect of over 80% in size
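Quantitative HTS used 25 nM Mm-CPN and 10 uM ATP in magnesium/KCl Tris buffer, pH 7.4, with 1 mM DTT. Hydrolysis ran 30 min at 37°C; ADP was read by HTRF.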
Akt phos inh: Akt phosphorylation inhibition. activity change, % for hits at 50 µM. 360,000 compounds, 0.32% hits. AID 651550. Neuro2A IGF-stimulated pAkt S473 HTRF, 20 min; active compounds read low; in the data active = activity change below about -80%; inconclusive = mostly about -51% to -80%; note: % is set by controls: 0 for no effect and ±100 for the full control effect
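Neuro2A cells in DMEM with 0.5% FBS, overnight at 37 deg C, given compound at single 50 µM final, then IGF (6 nM final) for 20 min at 37 deg C. Lysed; phospho-Akt Ser473 by HTRF after 24 h, 665/615 ratio.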
* = called active by the depositor; i = inactive; ? = inconclusive; . = not tested or not shown; & = joins results of further samples; [ ] = another dose, or the depositor's remark. Unless noted, calls come from the whole dose curve; as a rule, active = well fitted curve in the direction sought with a large enough effect; inconclusive = small, poorly fitted or top-dose-only effect, or another doubt; inactive = no such curve, though single readings can be large; an effect the other way counts as inactive or inconclusive. This is a subset, so the mix of outcomes need not match the whole.

canonical_smiles	DRD3 antagonist	EPAC2 antagonist	PTHR1 agonist	EPAC2 agonist	D3 ag	CCT modulator	Mm-Cpn inhibitor	Akt phos inh
Cc1cccc(C(=O)O)c1NC(=O)Cc1cccc2ccccc12	-26.7	7.9%	-5.3%	3.6%	-8.2	-0.3	2.3%	i
CCNc1nc(=S)nc(NC(C)C)[nH]1	-14.4	14.0%	i	10.7%	-6.7	1.6	-1.1%	i
CCCCN(C(=O)NC(=O)Nc1ccccc1C)S(C)(=O)=O	5.8	-4.9%	-17.7%	1.0%	0.4	-1.5	-5.1%	i
CCOC(=O)c1oc2ccccc2c1NC(=O)C(C)(C)C	15.9	-12.0%	i	-3.7%	7.6	-1.3	-3.4%	i
COc1cc(/C=C/C(=O)NCCn2c(C)cc3ccccc32)cc(OC)c1OC	7.9	-24.7%	i	10.2%	2.6	0.9	-0.8%	i
O=C(CSc1nnc(-c2ccco2)n1Cc1ccccc1)NC(=O)NCc1ccccc1	17.2	1.5%	-2.0%	-3.4%	-3.8	-1.3	2.5%	i
O=S(N1CCc2ccccc21)C12CC3CC(CC(C3)C1)C2 (stereo not given)	-14.5	-23.0%	-15.5%	2.6%	-7.6	3.7	2.0%	i
N#Cc1cn(OCc2ccccc2)c(=O)[nH]c1=O	?	-11.0%	0.2%	-2.3%	-12.9	-1.3	0.3%	i
Cc1cccn2c(=O)c(/C=N/O)c(NCc3ccccc3)nc12	-17.5	-3.1%	0.6%	7.7%	-21.0	-0.9	-0.1%	i
Cc1[nH]nc2c1C(CCc1ccccc1)C(C#N)=C(N)O2 (stereo not given)	-16.3	-3.4%	i	3.6%	9.2	-0.1	1.0%	i
O=C(c1ccc(C(F)(F)F)cc1)C1CCCN(Cc2cccn2-c2ncccn2)C1 (stereo not given)	-9.4	2.1%	i	-2.1%	-3.8	-2.9	2.6%	i
COc1ccc(NC(=O)/C(=C\c2ccc(OC)c(OC)c2)NC(=O)c2ccco2)cc1	15.5	2.3%	i	3.0%	-5.3	-0.2	-3.5%	i
CCCCN([C@H](CO)C(C)C)S(=O)(=O)c1ccccc1Br	0.0	8.6%	-9.3%	6.0%	-14.3	-1.7	-0.5%	i
CSc1nc(SCC(=O)NC(c2ccccc2)c2ccccc2)c2c3c(sc2n1)CN(C)CC3	-91.5*	-7.8%	-5.1%[57.5 µM]	6.0%	-8.3	0.1	-19.7%	i
CCN1C(=O)N(CN2CCOCC2)C2C1N(CN1CCOCC1)C(=O)N2CC (stereo not given)	-7.9	-0.1%	i	7.5%	-3.5	-4.1	-2.2%	i
COc1ccc(Cc2nnc(SCC(=O)Nc3ccc(C)cc3)n(N)c2=O)cc1	2.7	7.9%	-19.8%	-8.2%	0.7	-2.1	-4.6%	i
N#CCCn1cc(C=C(C#N)C#N)c(-c2ccc(-c3ccccc3)cc2)n1	?	4.3%	-15.9%	-2.1%	-7.0	-0.3	-14.8%	i
Cn1c2ccccc2c(=O)c2cc(C#Cc3ccsc3)ccc21	-12.8	-6.3%	-12.5%	7.2%	3.5	-1.3	-3.4%	i
CN(Cc1cc2cc(F)ccc2[nH]1)Cc1nc(-c2cnccn2)no1	-8.6	1.9%	-24.1%	-4.7%	-8.4	1.4	-1.7%	i
CC1=C(C(=O)N2CCOCC2)CC(CC(=O)NCCc2ccccn2)C(=O)N1Cc1ccccc1 (stereo not given)	-16.7	3.0%	i	10.2%	-3.9	-0.6	.	i

Next part; it opens with the two that closed the last part.
canonical_smiles	DRD3 antagonist	EPAC2 antagonist	PTHR1 agonist	EPAC2 agonist	D3 ag	CCT modulator	Mm-Cpn inhibitor	Akt phos inh
CN(Cc1cc2cc(F)ccc2[nH]1)Cc1nc(-c2cnccn2)no1	-8.6	1.9%	-24.1%	-4.7%	-8.4	1.4	-1.7%	i
CC1=C(C(=O)N2CCOCC2)CC(CC(=O)NCCc2ccccn2)C(=O)N1Cc1ccccc1 (stereo not given)	-16.7	3.0%	i	10.2%	-3.9	-0.6	.	i
COC(=O)c1ccc2c(=O)n(CCCCCC(=O)N3CCN(c4ccc(F)cc4)CC3)c(=O)[nH]c2c1	9.1	1.1%	-8.0%[57.5 µM]	1.9%	13.5	0.3	?	i
Cc1ccc(S(=O)(=O)NCC(=O)OCC(=O)c2ccc(Cl)s2)cc1	2.6	-4.7%	-25.0%	4.0%	-1.0	-2.4	.	i
CCn1cc(C=O)c2cc(S(=O)(=O)N3CCOCC3)ccc21	0.0	-11.7%	i	4.5%	3.7	0.4	-2.5%	i
NC(=O)C1CCN(c2oc(-c3cccs3)nc2S(=O)(=O)c2ccc(Cl)cc2)CC1	18.1	-7.5%	-16.7%	-1.1%	2.7	-1.2	-0.7%	i
CC(C)c1nnc(NC(=O)c2nc(S(=O)(=O)Cc3ccccc3)ncc2Cl)s1	-64.2*	2.9%	-19.7%&-27.5%	2.6%	-23.6&-11.9	1.1	-3.1%	i
COC(C)(C)[C@]12CC(O)(C(C)C)ON1[C@H]1CCCCC1N2O (stereo not given in full)	1.8	8.6%	12.0%[57.5 µM]	-1.9%	4.3	1.2	-0.2%	i
COC(=O)c1cnn(-c2ccccc2)c1/C=N/NC(=S)Nc1ccc(Cl)cc1	-18.6	1.8%	i	8.0%	4.5	-5.8	0.8%	i
O=C(Cn1c(=O)c2ccccc2n(CC(=O)N2CCCCC2)c1=O)N1CCCCC1	7.2	-0.7%	i	6.6%	3.2	0.0	0.1%	i
COCC(=O)N(C)CC1CCCN(CCc2ccccc2OC)C1 (stereo not given)	-64.1*	-0.9%	22.8%	13.2%	-11.9	-2.5	-1.3%	i
O=C(Nc1cnn(Cc2ccc(F)cc2)c1)c1noc2c1CCCC2	1.1	-7.3%	-37.0%[inhibitor]	2.3%	-3.8	0.4	?	i
CN1C(=O)/C(=C/c2ccc(-c3ccccc3[N+](=O)[O-])o2)SC1=Nc1ccc(Cl)c(C(=O)O)c1	-11.1	-25.3%	-15.8%	2.7%	-5.3	-7.7	-10.1%	i
COc1ccc(Cl)cc1N1C(=O)/C(=C\c2sccc2C)N=C1SCC(=O)NC1CC1	-18.3	17.7%	-9.7%[57.5 µM]	10.0%	8.9	1.6	-3.1%	i
CC/C(=N\Nc1ccc([N+](=O)[O-])cc1)c1ccccc1	10.8	-1.0%	-31.1%[inhibitor]	13.9%	2.2	-2.6	5.7%	i
CC1(C)Cc2nc3nc(SCC(=O)Nc4ccccc4)nc(N)c3cc2CO1	15.8	0.0%	i	-1.3%	1.2	-3.0	-3.7%	i
Cc1c(C#N)c(NC(=O)CCl)n(Cc2ccccc2)c1C	-8.8	-13.3%	-41.4%[inhibitor]	-4.0%	0.1	-1.2	-0.9%	i
CCOC(=O)C1CCN(Cc2ccc(F)cc2F)CC1	?	8.4%	-11.3%[57.5 µM]	2.6%	-28.2	-2.0	-0.7%	i
Cc1ccc2c(c1)NC(=O)C(CC(=O)NCCCN1CCCCC1C)O2 (stereo not given)	?	1.2%	-12.2%	4.3%	-10.4	-3.4	0.6%	i
CNc1cc(C(=O)Nc2cccc(OCc3ccccc3)c2)ncn1	37.1	-6.3%	?	1.6%	12.7	-0.2	.	i
Cc1ccc(S(=O)(=O)N2CCN(C(=O)C3COc4ccccc4O3)CC2)cc1C (stereo not given)	-12.0	-15.1%	-17.3%	13.8%	0.0	-2.2	-1.2%	i
CCn1c(C)[n+](CC)c2ccc(S(=O)(=O)N(C)C)cc21	-6.5	6.5%	18.8%	5.9%	0.4	-3.2	3.2%	i

Later entries:
canonical_smiles	DRD3 antagonist	EPAC2 antagonist	PTHR1 agonist	EPAC2 agonist	D3 ag	CCT modulator	Mm-Cpn inhibitor	Akt phos inh
COc1ccc(C(=O)NCCc2ccccc2)cc1[N+](=O)[O-]	7.7	2.4%	-9.2%	0.1%	2.3	-1.6	-25.0%	i
O=C(Nc1nnc(CCc2ccccc2)s1)c1ccco1	-4.7	-6.0%	-2.8%[57.5 µM]	2.1%	-4.7	-16.2	-4.1%	.
CCN(CC)C(=O)C1=C(C)N(Cc2ccc(OC)cc2)C(=O)C(CC(=O)NC2CC2)C1 (stereo not given)	-22.3	5.6%	-5.5%	18.8%	-8.4	0.3	.	i
COC(=O)c1ccccc1NC(=O)CNc1cc(Cl)ccc1N1CCOCC1	-0.3	-3.3%	-13.6%[57.5 µM]	11.1%	-5.2	-1.1	-4.5%	i
C=CCN1C(=O)C(=O)N(CC(=O)NCC(=O)Nc2ccc(F)c(F)c2F)C1=O	-8.3	2.2%	i	9.7%	-1.9	-2.4	-3.6%	i
O=C(N/N=C\c1c(O)ccc2ccccc12)c1ccc(S(=O)(=O)N2CCCCC2)cc1	49.6	27.9%	-21.5%	100µM*	4.2	2.7	0.7%	i
CC(NC(=O)CSCc1ccccc1Br)c1ccccc1 (stereo not given)	14.0	-2.5%	i	11.7%	-4.7	-4.0	0.6%	i
O=C(NCCCN1CCCC1=O)C(=O)NCC1OCCN1S(=O)(=O)c1cc(F)ccc1F (stereo not given)	-13.6	4.2%	-3.1%	3.3%	-2.4	-2.6	.	i
COc1ccccc1CNS(=O)(=O)c1ccc2c(c1)CC(C)N2C(=O)C1CC1 (stereo not given)	25.2	0.7%	-32.0%[inhibitor]	9.6%	7.2	-0.8	-1.9%	i
CC(=O)c1ccccc1NS(C)(=O)=O	7.1	1.1%	i	2.7%	18.4	2.9	-0.5%	i
O=C(NCc1ccc2c(c1)OCO2)C1CC(=O)N(c2ccc(O)cc2)C1 (stereo not given)	9.3	1.6%	i	-0.6%	1.2	-0.6	-1.4%	i
C=CCOc1ccc2c(c1)c(=O)cc(C(=O)O)n2CC	-8.2	0.3%	i	1.0%	4.2	-1.8	-3.1%	i
Cc1ccc(C)c(OCCC(=O)OCC(=O)N2c3ccccc3NC(=O)C2(C)C)c1	-18.1	-12.3%	-8.2%	6.4%	-1.8	0.4	0.0%	i
